Screening results (PubChem)
KCNQ2 inh: KCNQ2 potassium channel inhibitors, primary screen, cell-based, CHO-K1, FluxOR thallium flux, B-score (AID 2156); O88943; 20 min; stronger effect = lower value; hit rate 1.1% among 310,000; B-score at 10 µM;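 active means fluorescence ratio B-score at most minus 3 library SDs, with starting brightness B-score within 2 library SDs, cut at about -5.5 in these data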
Target sequence (O88943 whole entry, looked up): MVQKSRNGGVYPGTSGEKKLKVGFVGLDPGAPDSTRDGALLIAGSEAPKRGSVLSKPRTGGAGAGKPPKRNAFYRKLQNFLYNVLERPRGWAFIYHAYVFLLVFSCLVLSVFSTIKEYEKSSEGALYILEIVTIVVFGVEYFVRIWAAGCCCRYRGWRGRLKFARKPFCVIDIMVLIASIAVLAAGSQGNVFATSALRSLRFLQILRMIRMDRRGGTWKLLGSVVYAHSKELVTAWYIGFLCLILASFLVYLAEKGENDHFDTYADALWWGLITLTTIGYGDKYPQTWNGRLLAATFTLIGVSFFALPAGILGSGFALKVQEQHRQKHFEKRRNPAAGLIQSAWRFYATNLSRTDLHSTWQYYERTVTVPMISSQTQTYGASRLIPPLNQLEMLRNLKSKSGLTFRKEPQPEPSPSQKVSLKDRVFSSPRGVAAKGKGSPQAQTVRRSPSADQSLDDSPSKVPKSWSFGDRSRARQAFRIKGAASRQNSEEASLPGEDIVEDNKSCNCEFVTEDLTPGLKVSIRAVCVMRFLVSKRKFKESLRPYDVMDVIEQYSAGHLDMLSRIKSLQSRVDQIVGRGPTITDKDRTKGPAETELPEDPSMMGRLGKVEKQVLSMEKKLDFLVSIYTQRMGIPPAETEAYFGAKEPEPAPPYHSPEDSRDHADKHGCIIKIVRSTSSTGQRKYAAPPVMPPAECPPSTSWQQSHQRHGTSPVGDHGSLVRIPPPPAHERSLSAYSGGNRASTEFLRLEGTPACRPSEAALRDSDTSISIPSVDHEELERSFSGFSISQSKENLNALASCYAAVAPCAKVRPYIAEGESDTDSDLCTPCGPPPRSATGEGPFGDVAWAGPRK
Kir21 block: Kir2.1 (mouse) channel inhibition. B-score at 10 µM. P35561. hit rate 0.85% among 310,000. HEK293-Kir2.1, FluxOR thallium flux fluorescence; stronger effect = lower value;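 active means fluorescence ratio B-score at or below minus 3 SD of library scores, with starting-brightness B-score within 2 SD, cut at about -4.2 in these data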;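 further: channel flux triggered by added potassium and thallium sulfate stimulus; B-score of peak minus minimum fluorescence over baseline after thallium stimulus; more negative B-score means stronger Kir2.1 block with less thallium influx; some compounds called inactive have numbers as strong as hits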
An asterisk follows results filed as active; i = inactive; & = joins results of further samples.

molecule | KCNQ2 inh | Kir21 block
O=C(NCC1CCN(Cc2ccccc2F)CC1)Nc1cccc(Br)c1 | i | 1.1
CCc1ccc(NC(=O)CCCNC(=O)Cn2cnc3sc(C)c(C)c3c2=O)cc1 | i | 0.13
CN1CCN(C(=O)c2cc(COc3ccc(F)cc3Cl)on2)CC1c1ccccc1 (stereo not given) | i | -2.3
Cc1ccc(S(=O)(=O)Cn2nnnc2C(CC(C)C)N2CCN(c3ccc(F)cc3)CC2)cc1 (stereo not given) | i | 1.8
CCN(CC)S(=O)(=O)c1ccc(NC2c3ccccc3C(=O)N2c2ccc(C)cn2)cc1 (stereo not given) | i | 1.1
C=CCn1c(COc2ccccc2F)nnc1SCC(=O)c1c[nH]c2ccccc12 | i | 1.1
O=C(Nc1ccccc1)Nc1cc(S(=O)(=O)N2CCOCC2)ccc1N1CCCC1 | i | -0.49
CCOC(=O)CC1(NC(=O)C2CCC(=O)N(Cc3ccccc3OC)C2)CCCCC1 (stereo not given) | i | 0.44

(listing goes on)
molecule | KCNQ2 inh | Kir21 block
O=C(Oc1ccccc1O)c1cccc2ccccc12 | i | -0.27
COC(=O)CNc1nc(-c2ccncc2)nc2ccccc12 | i | 1
COc1ccccc1C/C(N)=N/OC(=O)COc1cc(C)cc(C)c1C | i | -0.7
Cn1nc(C(=O)NC2CCCCC2)c2c1-c1ccccc1SC2 | i | -0.62
COc1ccccc1NC(=S)NC(=O)CCCOc1ccc(Cl)cc1Cl | i | -0.85
CCCCNc1c(-c2ccc(-c3cccc(Cl)c3)cc2)nc2ccccn12 | i | 0
COCCNC(=O)c1c[nH]c2ccc(S(=O)(=O)N(C)c3ccc(C)c(C)c3)cc2c1=O | i | 0.01
Cn1ccc(NC(=O)Nc2cccc([N+](=O)[O-])c2)n1 | i | 2.4

The listing continues.
molecule | KCNQ2 inh | Kir21 block
Cc1ccccc1C(=O)NNC(=O)C12CC3CC(CC(C3)C1)C2 | i | 0.41
CC#CCN1c2ccccc2[C@]23C[C@@H](C(=O)OC)N(C(=O)C4CCC4)C2=NC(C(=O)OC)=C(C(=O)OC)[C@H]13 | i | 0.43
O=C1/C(=C2/NCCN2C2CC(=O)N(c3ccccc3)C2=O)CC/C1=C\c1ccccc1 (stereo not given) | i | -1.1
COc1ccc(NC(=O)C2CCCN2C(=O)Nc2ccccc2)cc1OC (stereo not given) | i | 0.07
Cc1nc(C(=O)NNC(=O)Nc2ccc(Cl)cc2)cs1 | i | -0.3
O=C(O)CCCC[C@@H]1SC[C@@H]2NC(=O)N[C@@H]21 | i | -0.04
COC(=O)NC1CCC(CC2CCC(NC(=O)OC)CC2)CC1 (stereo not given) | i | -0.65
Cc1ccc(C2CC2c2n[nH]c(=S)n2-c2ccc(Cl)cc2)cc1 (stereo not given) | i | -1.1

(listing goes on)
molecule | KCNQ2 inh | Kir21 block
COc1cccc(OCCOc2ccccc2OC(C)C)c1 | i | -1.4
Cc1cc(N2CCC(C(=O)NCC3CC3)CC2)nc(-c2ccccc2)n1 | i | -0.38
Cc1cc(=O)oc2ccc(OCC(=O)NCc3ccco3)cc12 | i | 0.48
Cc1nn(-c2ccc(Cl)nn2)c(=O)c2ccccc12 | i | -0.11
CC(C)[C@H](NC(=O)OC(C)(C)C)C(=O)NCC1CCC(C(=O)N[C@@H](Cc2ccccc2)C(=O)O)CC1 (stereo not given in full) | i | -0.26
Cc1ccc(CC2C(=O)N(c3ccccc3)C(=O)C2C)cc1 (stereo not given) | i | 0.17
COc1ccc(C(=O)N/N=C/c2ccc(OC)c(COc3ccc(F)cc3)c2)cc1 | i | 0.65
COc1ccccc1CNC(=O)c1ccc(-c2ccccc2)cc1 | i | -1

Arranged by the number under Kir21 block (descending): some entries from above
molecule | Kir21 block
COCCNC(=O)c1c[nH]c2ccc(S(=O)(=O)N(C)c3ccc(C)c(C)c3)cc2c1=O | 0.01
Cc1nc(C(=O)NNC(=O)Nc2ccc(Cl)cc2)cs1 | -0.3
CN1CCN(C(=O)c2cc(COc3ccc(F)cc3Cl)on2)CC1c1ccccc1 (stereo not given) | -2.3

The list goes on.
molecule | KCNQ2 inh | Kir21 block
COc1nccnc1NS(=O)(=O)c1ccc(NS(=O)(=O)c2ccc(NC(C)=O)cc2)cc1 | i | 0.04
CCN(C(=O)COC(=O)c1ccc(Cl)c(N)c1)C1CCS(=O)(=O)C1 (stereo not given) | i | 1.8
CN(C)/C=N/c1c(C#N)nnn1Cc1ccccc1 | i | 0.65
O=C(Nc1ccc2oc(-c3ccccc3)nc2c1)c1ccco1 | i | 0.89
CCC(C(=O)NC1CCCCC1)n1nc(C)c2c(C)n(-c3ccccc3)nc2c1=O (stereo not given) | i | 1.6
O=C(CSc1nc(C(F)(F)F)cc(=O)[nH]1)NCC1CCCO1 (stereo not given) | i | -0.02
COc1ccc(NC(=S)NN2CCN(C)CC2)cc1 | i | -1.2
COc1ccc(CN(CC2CCC(C(=O)O)CC2)C(=S)Nc2ccc(C)c(Cl)c2)cc1 (stereo not given) | i | -1.4

(more compounds)
molecule | KCNQ2 inh | Kir21 block
COc1ccc(Cl)cc1C(=O)NNC(=O)c1nc2nc(C)cc(C)n2n1 | i | -0.06
Cc1nn(C2CCS(=O)(=O)C2)c(Cl)c1/C=C/C(=O)OCC(=O)c1cc(C)n(-c2ccc(F)cc2)c1C (stereo not given) | i | 0.04
O=C(OCC#CCSc1nc2ccccc2s1)c1ccco1 | i | -2.1
O=C(OCc1ccccc1Cl)C1CC(=O)N(Cc2ccco2)C1 (stereo not given) | i | 0.66
CC1CC(C)CN(c2ncc3c(n2)CC(c2ccc(Cl)cc2)CC3=O)C1 (stereo not given) | i | 1
Clc1ccc(-c2cc(CN3CCOCC3)no2)cc1 | i | -0.33
C/C=C/C=C\C(=O)Nc1cccc(C2=NOC3(C2)C[C@@H](C(N)=O)N(C(=O)c2cc([N+](=O)[O-])cc([N+](=O)[O-])c2C)C3)c1 (stereo not given in full) | i | 1.1
CCN1CCN(C(=O)c2nn(-c3ccc(C)cc3)c(=O)c3c2c2ccccc2n3C)CC1 | i | 0.07

The list goes on.
molecule | KCNQ2 inh | Kir21 block
O=C(COC(=O)c1ccc(S(=O)(=O)N2CCOCC2)cc1)NC1CCCC1 | i | -0.11
CN1CCN(CC(=O)Nc2ccccc2[N+](=O)[O-])CC1 | i | -0.7
CCCc1[nH]nc2c1C(C1CC=CCC1)C(C#N)=C(N)O2 (stereo not given) | i | -0.42
NC(=O)CSc1nnc(Cc2cccs2)n1C1CCCCC1 | i | -0.53
CCC(=O)Nc1ccc(NC(=O)c2ccccn2)cn1 | i | -1.2
CCc1ccc(N(C(=O)Cn2nnc(-c3ccccc3)n2)C(C(=O)NC2CCCCC2)c2ccccn2)cc1 (stereo not given) | i | 0.94
COCC(C)n1c(C)cc(C(=O)COC(=O)c2c(C)nn(-c3ccccc3)c2C)c1C (stereo not given) | i | -0.03
COc1ccc(S(=O)(=O)N(C)CC(=O)Nc2ccc(C(F)(F)F)cc2)cc1Cl | i | -0.21

Going on with the list:
molecule | KCNQ2 inh | Kir21 block
CCN(CC)P(=O)(/C(Cl)=C\Nc1c(C)n(C)n(-c2ccccc2)c1=O)N(CC)CC | i | -1
CCN(c1ccccc1)S(=O)(=O)c1ccc(C(=O)N(C)CCc2ccc(OC)c(OC)c2)cc1 | i | 2.7
CCc1ccc(C(=O)CN2C(=O)NC(C)(c3ccc(C)cc3)C2=O)cc1 (stereo not given) | i | 0.88
COc1ccc(Nc2nnc(Cc3ccncc3)c3ccccc23)c(OC)c1 | i | -2.6
COc1cccc(C(C)NC(=O)Nc2cc(Cl)ccc2OC)c1 (stereo not given) | i | -0.18
COc1ccc(CNC(=O)CNC(=O)c2c(C)nn(C)c2Cl)cc1 | i | -0.05
CCCCN(CCCC)c1ncnc2nc[nH]c12 | i | -1.2
Cc1cccc(C(=O)NCC(=O)OCC(=O)c2cc(C)n(CC3CCCO3)c2C)c1 (stereo not given) | i | -1.4

(further entries)
molecule | KCNQ2 inh | Kir21 block
CN1CCC2(CC1)C1CN(C)CC=C1C(C#N)=C(N)C2(C#N)C#N (stereo not given) | i | -4&-1.3
O=C(NCCCN1CCC(Cc2ccccc2)CC1)c1ccc2nc(N3CCOCC3)sc2c1 | i | -0.23
O=C(Nc1cccc(Cl)c1)c1ccc(-n2cncn2)c([N+](=O)[O-])c1 | i | 1.5
COc1ccc(-n2nc(C(=O)NCc3ccco3)c3ccccc3c2=O)cc1 | i | 1.1
COc1ccc(NC(=O)CNC(=O)c2nn(-c3ccc(OC)c(OC)c3)c(=O)c3ccccc23)c(OC)c1 | i | 0.28
O=C(O)CCc1ccc(-c2cccs2)n1NC(=O)c1ccc(Cl)cc1 | i | -0.28
C=CCc1cc(/C=N/NC(=O)CSc2nnc(CCCc3ccc(OC)cc3)o2)cc(OC)c1O | i | -0.14
Cc1cccc(OCc2nnc(SCC(=O)N3CCCC3)n2C)c1 | i | -0.92

New compounds follow.
molecule | KCNQ2 inh | Kir21 block
COc1cccc(O)c1CN1CCC(n2nccc2NC(=O)c2ccc3c(c2)OCO3)CC1 | i | -0.74
Cc1ccc(NC2=C(C(=O)c3ccccc3)N(C)S(=O)(=O)c3ccccc32)cc1 | -12* | -0.05
Cc1cccc(CCNC(=O)C2CCC(=O)N(Cc3ccccc3F)C2)n1 (stereo not given) | i | 1.3
CC(=O)c1cc2c(cc1NC(=O)c1ccc(C)cc1)OCCO2 | i | 0.21
COC(=O)c1ccccc1NC(=O)c1cc(OC)cc(OC)c1 | i | -0.18
COc1ccc(Nc2nc3ccccc3c(=O)[nH]2)cc1 | i | 0.06
Cc1cc(C)c(S(=O)(=O)Nc2ccc3c(c2)CCC3)c(C)c1 | i | 1.4
O=C(CSCc1cccc(Br)c1)N=Nc1c(O)[nH]c2ccccc12 | i | -0.64

Look-ups from the entries so far:
Entry of Clc1ccc(-c2cc(CN3CCOCC3)no2)cc1 under Kir21 block: -0.33
Entry of CCN(CC)S(=O)(=O)c1ccc(NC2c3ccccc3C(=O)N2c2ccc(C)cn2)cc1 (stereo not given) under Kir21 block: 1.1
Entry of COC(=O)c1ccccc1NC(=O)c1cc(OC)cc(OC)c1 under Kir21 block: -0.18
Entry of C=CCc1cc(/C=N/NC(=O)CSc2nnc(CCCc3ccc(OC)cc3)o2)cc(OC)c1O under Kir21 block: -0.14
Entry of CN(C)/C=N/c1c(C#N)nnn1Cc1ccccc1 under Kir21 block: 0.65

Part of the list above, set out differently:
Cc1cc(C)c(S(=O)(=O)Nc2ccc3c(c2)CCC3)c(C)c1
- KCNQ2 inh: i
- Kir21 block: 1.4
Cc1cccc(CCNC(=O)C2CCC(=O)N(Cc3ccccc3F)C2)n1 (stereo not given)
- KCNQ2 inh: i
- Kir21 block: 1.3
Cc1ccc(NC2=C(C(=O)c3ccccc3)N(C)S(=O)(=O)c3ccccc32)cc1
- KCNQ2 inh: -12*
- Kir21 block: -0.05

More results follow.
molecule | KCNQ2 inh | Kir21 block
CCOC(=O)C1(CC2CCCCO2)CCN(C(=O)Nc2ccccc2CC)CC1 (stereo not given) | i | 1.5
Cc1ccc(CNC(=O)CCNC(=O)c2ccc(Br)o2)cc1 | i | -0.09
Cc1ccc(NC(=O)CC2Oc3ccccc3NC2=O)c(C)c1 (stereo not given) | i | 1.9
O=C(Cc1ccc(S(=O)(=O)N2CCOCC2)s1)N(Cc1ccccc1)c1ccccc1 | i | -0.27
O=C1CCCC/C1=C\Nc1ccc(Cl)cn1 | i | -0.45
COc1ccc(CNC(=O)c2c[nH]c3ccccc3c2=O)cc1 | i | -0.21
COc1ccc(C(C(=O)NC(C)(C)C)N(C(=O)CCC(=O)Nc2cc(C)on2)c2ccc(C)c(C)c2)cc1 (stereo not given) | i | -1.3
Cc1ccc(OCCCC(=O)NC(C)c2ccccc2)cc1 (stereo not given) | i | 0.5

Continued:
molecule | KCNQ2 inh | Kir21 block
O=C(Oc1csc(=S)n1C(=O)c1ccccc1)c1ccccc1 | i | -0.97
CC(C)CC1c2[nH]c3ccccc3c2CCN1C(=O)CCC(=O)N(C)C (stereo not given) | i | -1.3
CC1(C(=O)N/N=C/c2ccc([N+](=O)[O-])o2)CC1(Br)Br (stereo not given) | i | -0.76
COc1ccc(CCNC(=O)c2cc3ccccn3n2)c(OC)c1OC | i | -0.39
CC(C)c1nn2c(=O)cc(CSc3ccccc3NC(=O)c3ccccc3F)nc2s1 | i | -0.42
O=C1C=C(OCc2ccccc2)CN1 | i | 0.1
c1ccc2c(c1)oc1c(NCc3ccc4c(c3)OCO4)ncnc12 | i | -2.5
CSCc1nnc(NC(=O)c2ccc(S(=O)(=O)N(C)C)cc2)o1 | i | -0.25

The list goes on.
molecule | KCNQ2 inh | Kir21 block
CCC(C)(C(=O)Nc1c(C)cccc1C)N(C)C(=O)c1ccc2ccccc2n1 (stereo not given) | i | 2.5
C=CCn1c(CCC(O)COCCC)n[nH]c1=S (stereo not given) | i | 0
COc1ccccc1NC(=O)COC(=O)c1ccc2c(c1)nc(C)n2-c1ccccc1 | i | 1.2
COc1cc(/C=C(\C#N)C(=O)Nc2ccccc2C(=O)O)cc(Cl)c1OC | i | 0.17
CCC1C(=O)n2nc(-c3ccccc3)cc2N=C1C (stereo not given) | i | 2.1
CN(Cc1cccc(Cl)c1Cl)CC(O)COc1ccccc1 (stereo not given) | i | -1.5
Cc1ccc(-c2nnc(Nc3ccc(C(=O)N(C)C)cc3)c3ccccc23)cc1S(N)(=O)=O | i | 0.41
Cc1cc(SCC(=O)c2cccs2)nc2c(C)cccc12 | i | -0.62

(more compounds)
molecule | KCNQ2 inh | Kir21 block
CC1CCCCC12NC(=O)N(CC(=O)Nc1ccccc1-c1ccccc1)C2=O (stereo not given) | i | -0.38
CCOc1cc(NC(=O)c2ccco2)c(OCC)cc1NC(=O)CCc1ccccc1OC | i | 1.3
COc1ccc(CCNC(=O)CN(C2CCCCC2)S(C)(=O)=O)cc1OC | i | 0.93
Cc1cccc(OCC(=O)N/N=C\c2cccn2C)c1C | i | -0.92
CCOCc1nnc(NC(=O)C2CC(=O)N(C3CCCC3)C2)s1 (stereo not given) | i | -0.67
